Bcl-xL primary – Bcl-xL (human) inhibition | Q07817 | GST-Bcl-xL / FITC-Bim BH3 peptide fluorescence polarization | inhibition, % at 10.9 µM | 320,000 tested, 0.7% active | AID 2129;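 active = inhibition above the mean of all tested compounds plus 3 SD, cutoff set per campaign, cut at about 30% in these data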;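 also: 0% = DMSO wells and 100% = unlabeled Bim-BH3 peptide competitor; inhibitors lower millipolarization by displacing the labeled peptide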
Target sequence (Q07817 whole entry, looked up): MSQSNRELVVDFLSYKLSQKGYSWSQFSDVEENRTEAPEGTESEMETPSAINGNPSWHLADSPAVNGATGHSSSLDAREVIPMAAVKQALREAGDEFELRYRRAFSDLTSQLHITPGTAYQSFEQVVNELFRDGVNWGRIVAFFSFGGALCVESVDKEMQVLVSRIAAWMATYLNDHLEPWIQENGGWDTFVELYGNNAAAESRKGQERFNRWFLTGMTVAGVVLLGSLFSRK
MCL1 BIM primary – inhibitors of human MCL1 binding to BIM-BH3 peptide | GST-MCL1 / FITC-Bim-BH3 fluorescence polarization | inhibition, % at 10.9 µM | 320,000 tested, 0.68% active;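 active = inhibition above the mean inhibition of all tested compounds plus 3 SD, set per campaign, cut at about 40% in these data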;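 also: 0% = DMSO wells and 100% = unlabeled Bim-BH3 peptide control; higher means more loss of mP so more displacement of Bim peptide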
GLD-1 TGE inh – GLD-1-TGE RNA interaction inhibition (C. elegans) | inhibition, % at 5.96 µM | 320,000 tested, 0.44% active | Q17339 | purified GLD-1 + fluorescein TGE RNA, fluorescence polarization;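 active = percent inhibition above a per-plate cutoff, the plate mean of test compounds plus 3 SD, cut at about 30% in these data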;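 also: 0% = DMSO wells with GLD-1 and probe and 100% = wells lacking GLD-1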
Fam108B counter – blocks mouse Fam108B hydrolase in RBBP9 counter-screen; recombinant Fam108B, FP-Rh probe fluorescence polarization; inhibition, % at 9.51 µM; 300,000 tested, 0.33% active;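 active = inhibition above the screen mean inhibition plus 3 SD, computed separately per campaign, cut at about 18% in these data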;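 also: inhibitors lower polarization as less probe binds the enzyme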
AGP1-GFP MLPCN – modulators of TOR pathway AGP1-GFP in S. cerevisiae. AID 2066. S. cerevisiae AGP1-GFP multiplex flow cytometry, 3 h; GFP as percent of DMSO wells. GFP response vs DMSO, % at 10 µM. 320,000 tested, 0.02% active;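 active = GFP response relative to DMSO above a set limit, near screen average plus 3 SD, cut at about 150% in these data; inconclusive = fewer than 70 cells counted for the yeast strain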;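 also: median GFP channel fluorescence of the gated AGP1 strain per well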
MEX-5 binding – C. elegans MEX-5 TCR-2 RNA binding activity; Q9XUB2; MEX-5/FITC-TCR2 RNA binding, fluorescence polarization; active compounds read low; activity score (negative = inhibition of binding), % at 10 µM; 300,000 tested, 0.38% active;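 active = inhibition past about -25% in most replicates, and total fluorescence under double the plate's negative control median, limit read from the data; inconclusive = replicates evenly split on the limit, or fluorescence at least double controls; inactive = too little inhibition in most replicates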;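 also: 0% = DMSO and -100% = 5 µM competing unlabeled TCR2 RNA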
Target sequence (Q9XUB2 whole entry, looked up): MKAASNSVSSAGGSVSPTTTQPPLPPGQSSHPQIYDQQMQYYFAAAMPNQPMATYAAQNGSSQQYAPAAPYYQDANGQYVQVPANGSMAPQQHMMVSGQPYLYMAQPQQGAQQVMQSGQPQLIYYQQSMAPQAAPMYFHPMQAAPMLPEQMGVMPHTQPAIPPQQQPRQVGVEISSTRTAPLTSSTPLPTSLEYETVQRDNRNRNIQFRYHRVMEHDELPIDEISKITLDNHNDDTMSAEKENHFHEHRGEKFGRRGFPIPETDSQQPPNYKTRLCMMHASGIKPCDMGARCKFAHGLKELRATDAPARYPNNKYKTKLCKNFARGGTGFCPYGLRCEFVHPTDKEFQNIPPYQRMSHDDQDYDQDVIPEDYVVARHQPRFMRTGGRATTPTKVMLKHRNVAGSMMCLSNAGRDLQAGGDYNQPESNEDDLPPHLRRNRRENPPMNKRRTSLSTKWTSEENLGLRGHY
VLA-4 inh – inhibition in a human VLA-4 binding assay; AID 2557; VLA-4 expressing cells, ligand binding flow cytometry; inhibition, % (about 7 µM as worked out from the volumes in the protocol); 330,000 tested, 0.2% active; in the data active = inhibition above about 50%
CIT2-GFP yeast – modulators of TOR pathway CIT2-GFP in S. cerevisiae; 320,000 tested, 0.065% active; GFP response vs DMSO, % at 10 µM; S. cerevisiae CIT2-GFP strain, flow cytometry, 3 h; 100 means same as DMSO wells;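 active = GFP response relative to DMSO above a set limit, near the screen mean plus 3 SD, cut at about 150% in these data; inconclusive = Fewer than 70 cells measured for a yeast strain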;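 also: ratio of well median GFP fluorescence to mean of DMSO wells on the plate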
GRK2 aptamer HTS – blocks RNA aptamer binding to human GRK2; 330,000 tested, 0.59% active; P25098; bead flow cytometry, FAM-aptamer displacement from GRK2; inhibition of aptamer binding, % at 10 µM; AID 488847;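 active = inhibition of aptamer binding above 40%, roughly 3 SD of noise, on plates passing a quality check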;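 also: median bead fluorescence of bound FAM aptamer so fluorescent compounds give negative values; no value below 0 was filed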
Active calls of the source: *; ? = inconclusive; . = not tested or not shown. The list is partial; count on the stated rates, not on these rows.

SMILES | Bcl-xL primary | MCL1 BIM primary | GLD-1 TGE inh | Fam108B counter | AGP1-GFP MLPCN | MEX-5 binding | VLA-4 inh | CIT2-GFP yeast | GRK2 aptamer HTS
CCOc1cccc(N2C(=O)/C(=C/c3ccco3)C(=O)NC2=S)c1 | 5 | -5 | -22 | -13 | 97 | 2.3 | -8 | 98 | 30
COC(=O)C1=C(c2cccc(OC)c2OC)C[C@@H]2CC[C@H]1N2C(=O)NCc1ccc(F)cc1 | 3 | 1 | 6 | 5 | 113 | -0.6 | 37 | 109 | 0
CCN1CCN(c2nc3ccccc3s2)CC1 | 3 | 1 | 3 | 1 | 105 | 1.6 | 3 | 96 | 1
Cc1nc2ccccc2n1C1CCN(Cc2nnnn2CCc2ccccc2)CC1 | -3 | -3 | 0 | -2 | 99 | -1.5 | 6 | 95 | 4
O=c1c2ccccc2nc(CN2CCOCC2)n1-c1ccccc1F | 1 | 3 | 2 | 8 | 94 | -0.5 | 1 | 98 | 0
O=C(Nc1ccccc1)OC1CN=C(N[N+](=O)[O-])NC1 (stereo not given) | 8 | 0 | 3 | 1 | 96 | 1.9 | -9 | 112 | 1
CC1=CC(=C2C(=O)NC(=S)NC2=O)C=C(C(F)(F)F)N1Cc1ccccc1 | 0 | 5 | -11 | 1 | 106 | ? | 14 | 106 | 2
CC(Cc1cccs1)NCc1ccccc1 (stereo not given) | 1 | 5 | -14 | -3 | 100 | -0.4 | 6 | 98 | 0
Cc1cccc(N2C(=O)NC(=O)/C(=C\c3cc(C)n(-c4sc5c(c4C#N)CCCC5)c3C)C2=O)c1C | -3 | -12 | -16 | -3 | 97 | 1.3 | -2 | 102 | 5
CCOC(=O)C1=C(N)OC2=C(C(=O)CCC2)[C@]12C(=O)N(CC(N)=O)c1ccccc12 | 4 | 6 | 5 | -1 | 106 | -0.2 | 10 | 92 | 1
C=CCn1c(O)c(C(CC)=NCCc2ccccc2)c(=O)[nH]c1=O | -3 | -2 | 0 | -1 | 102 | 1.7 | 0 | 106 | 1
NP(=O)(Oc1ccc(Cl)cc1)Oc1ccc(Cl)cc1 | 2 | 5 | 2 | -1 | 97 | 2.2 | -12 | 97 | 1
CSc1ccc(C(=O)C(C)(C)N2CCOCC2)cc1 | 7 | 3 | 0 | -1 | 103 | -1.9 | 1 | 94 | 0
O=C(C1c2ccccc2C(=O)N2CCc3ccccc3C12)N1CCC2(CC1)OCCO2 (stereo not given) | -3 | 1 | -1 | 2 | 114 | -0.2 | -1 | 102 | 0
O=C(c1ccc2c(c1)N(Cc1ccccc1)CCS2)N1CCC2(CC1)OCCO2 | 3 | 7 | -2 | 0 | 79 | 1.0 | 13 | 91 | 3
CC1=NN(Cc2c[nH]c3ccccc23)C(C)(C)C1 | 2 | 7 | -6 | -4 | 97 | 1.2 | 7 | 98 | 2
C=CCn1c(O)c(C(C)=O)c(=O)[nH]c1=O (tested in a mixture with another compound) | -2 | -10 | -19 | 1 | 101 | 6.3 | 2 | 100 | 0
O=C(COc1ccc2ccccc2c1)N1CCN(Cc2ccncc2)CC1 | 4 | 8 | 6 | 6 | 98 | -1.0 | 6 | 107 | 2
COc1cccc(-n2c(/C=C/c3ccc(O)c(O)c3)nc3ccccc3c2=O)c1 | 5 | 11 | -54 | 3 | 96 | 11 | -52 | 89 | 4
CN(C)C(=O)Oc1ccc([N+](=O)[O-])cc1 | 2 | 4 | 6 | 1 | 97 | 0.8 | 5 | 100 | 0

Nothing new here: 12 of the compounds above.
SMILES | Bcl-xL primary | MCL1 BIM primary | GLD-1 TGE inh | Fam108B counter | AGP1-GFP MLPCN | MEX-5 binding | VLA-4 inh | CIT2-GFP yeast | GRK2 aptamer HTS
Cc1cccc(N2C(=O)NC(=O)/C(=C\c3cc(C)n(-c4sc5c(c4C#N)CCCC5)c3C)C2=O)c1C | -3 | -12 | -16 | -3 | 97 | 1.3 | -2 | 102 | 5
CCOC(=O)C1=C(N)OC2=C(C(=O)CCC2)[C@]12C(=O)N(CC(N)=O)c1ccccc12 | 4 | 6 | 5 | -1 | 106 | -0.2 | 10 | 92 | 1
C=CCn1c(O)c(C(CC)=NCCc2ccccc2)c(=O)[nH]c1=O | -3 | -2 | 0 | -1 | 102 | 1.7 | 0 | 106 | 1
NP(=O)(Oc1ccc(Cl)cc1)Oc1ccc(Cl)cc1 | 2 | 5 | 2 | -1 | 97 | 2.2 | -12 | 97 | 1
CSc1ccc(C(=O)C(C)(C)N2CCOCC2)cc1 | 7 | 3 | 0 | -1 | 103 | -1.9 | 1 | 94 | 0
O=C(C1c2ccccc2C(=O)N2CCc3ccccc3C12)N1CCC2(CC1)OCCO2 (stereo not given) | -3 | 1 | -1 | 2 | 114 | -0.2 | -1 | 102 | 0
O=C(c1ccc2c(c1)N(Cc1ccccc1)CCS2)N1CCC2(CC1)OCCO2 | 3 | 7 | -2 | 0 | 79 | 1.0 | 13 | 91 | 3
CC1=NN(Cc2c[nH]c3ccccc23)C(C)(C)C1 | 2 | 7 | -6 | -4 | 97 | 1.2 | 7 | 98 | 2
C=CCn1c(O)c(C(C)=O)c(=O)[nH]c1=O (tested in a mixture with another compound) | -2 | -10 | -19 | 1 | 101 | 6.3 | 2 | 100 | 0
O=C(COc1ccc2ccccc2c1)N1CCN(Cc2ccncc2)CC1 | 4 | 8 | 6 | 6 | 98 | -1.0 | 6 | 107 | 2
COc1cccc(-n2c(/C=C/c3ccc(O)c(O)c3)nc3ccccc3c2=O)c1 | 5 | 11 | -54 | 3 | 96 | 11 | -52 | 89 | 4
CN(C)C(=O)Oc1ccc([N+](=O)[O-])cc1 | 2 | 4 | 6 | 1 | 97 | 0.8 | 5 | 100 | 0

New compounds follow
SMILES | Bcl-xL primary | MCL1 BIM primary | GLD-1 TGE inh | Fam108B counter | AGP1-GFP MLPCN | MEX-5 binding | VLA-4 inh | CIT2-GFP yeast | GRK2 aptamer HTS
CC(C)NS(=O)(=O)c1ccc(OCC(=O)N2CCN(Cc3ccccc3)CC2)c(Cl)c1 | 3 | 23 | 11 | 7 | 98 | -1.6 | -6 | 102 | 0
Cc1nc2c(c(=O)[nH]1)C(c1ccc([N+](=O)[O-])cc1)c1c(c3ccccc3oc1=O)O2 (stereo not given) | 3 | 2 | 8 | -2 | 106 | -2.4 | 9 | 94 | 1
CCOP(=O)(OCC)c1cc(CC)ccc1O | 2 | 3 | 0 | 2 | 93 | -1.6 | 7 | 86 | 4
COP(=O)(OC)C(NS(=O)(=O)c1ccccc1)C(Cl)(Cl)Cl (stereo not given) | -1 | -7 | 2 | 3 | 104 | 2.7 | 1 | 98 | 2
CN1CCN(c2ccc(N)cc2)CC1 | 15 | 10 | -3 | -2 | 104 | -6.3 | 4 | 103 | 2
CCCn1nc2ccccc2c1P(=O)(N1CCOCC1)N1CCOCC1 | 2 | 3 | 2 | -3 | 104 | 1.5 | 17 | 103 | 5
CCN(CC)C(=O)c1ccc(NC(=O)c2cn(-c3ccccc3)nc2-c2ccc(OC)cc2)cc1 | 1 | -5 | -8 | -19 | 106 | -0.1 | 19 | 102 | 0
COc1ccc(C)cc1NC(=O)c1c(C)nn(Cc2ccccc2)c1Cl | -1 | -7 | 0 | -3 | 98 | -3.0 | 0 | 106 | 0
Cc1nn(Cc2ccccc2Cl)c(Cl)c1C(=O)OC(C(=O)NC(N)=O)C(C)C (stereo not given) | 0 | -9 | 11 | -2 | 94 | 1.8 | 18 | 102 | 6
Nc1ccc(CCN2CCN(c3cccc(C(F)(F)F)c3)CC2)cc1 | 3 | 8 | 5 | -6 | 89 | 2.1 | 1 | 84 | 0
Cc1cc(C=C2C(=O)N(C)C(=S)N(C)C2=O)c(C)n1C1CCCC1 | -8 | -11 | -3 | 3 | 100 | ? | 26 | 95 | 8
Cc1cc(C(=O)NP(=O)(N2CCOCC2)N2CCOCC2)c(C)n1C1CC1 | 1 | -3 | -1 | 1 | 101 | -3.2 | 29 | 102 | 4
Clc1ccc(N2CCN(Cc3ccccc3Cl)CC2)cc1 | -3 | -8 | 1 | -1 | 103 | -0.2 | 11 | 102 | 2
COc1ccc(F)cc1C(=O)C1CCCN(Cc2ccc(O)cc2)C1 (stereo not given) | 2 | 7 | 1 | 0 | 90 | 1.0 | 2 | 101 | 0
O=C(CN1CCCCC1)c1cccc(Br)c1 | 6 | 1 | 0 | -5 | 107 | -2.0 | -2 | 101 | 0
COC(=O)C(C)NC(=S)N1CC2C[C@@H](C1)Cn1c2cccc1=O (stereo not given in full) | -3 | -3 | 1 | 1 | 108 | -0.4 | 2 | 111 | 1
CCC(=O)CC(c1ccccc1)c1c(O)c2ccccc2sc1=O (stereo not given) | 1 | 0 | -2 | 0 | 92 | 1.1 | 14 | 83 | 0
O=C1CC(C(=O)N2CCC3(CC2)OCCO3)CN1CCc1ccccc1 (stereo not given) | 7 | 3 | 9 | 4 | 104 | 1.3 | -4 | 103 | 0
CCc1ccccc1N1C(=O)NC(=O)/C(=C\c2cc(C)n(C)c2C)C1=O | 4 | 4 | 2 | 1 | 97 | -6.9 | -8 | 92 | 0
COc1ccc(CNCCc2ccccc2F)c(OC)c1C | 3 | 5 | 8 | 0 | 132 | -2.7 | -4 | 102 | 0
CCCOc1ccccc1NP(=O)(Oc1ccccc1)Oc1ccccc1 | 3 | 6 | 5 | -1 | 97 | 3.5 | 6 | 96 | 4
CCNC(=O)NC(=O)C(C)OC(=O)c1c(C)nn(Cc2ccccc2Cl)c1Cl (stereo not given) | 0 | -5 | 2 | 2 | 105 | 1.4 | -14 | 107 | 0
O=c1c2ccccc2nc(-c2ccccc2)n1-c1cccnc1 | 4 | 8 | 6 | 7 | ? | -1.3 | -11 | ? | 0
CCC(C)N1CCN(C(=O)COc2ccc3ccccc3c2)CC1 (stereo not given) | 1 | 3 | -1 | 0 | 107 | -0.3 | 1 | 101 | 1
CCCCCCn1c(O)c(C=NC2CCCCC2N)c(=O)[nH]c1=O (stereo not given) | 8 | 8 | 7 | 2 | 92 | -1.1 | -22 | . | 0

Screening data as filed in PubChem.
